UHRF1 binding – UHRF1 methylated DNA binding inhibitors, primary screen, counter-screen for MBD2 inhibitor project, biochemical, TR-FRET, human UHRF1, single concentration; E3 ubiquitin-protein ligase UHRF1 (Homo sapiens), Q96T88; actives 0.75% (n = 370,000); inhibition, % at 4.4 µM; UHRF1 binding to methylated oligo; in the data active = inhibition above about 21%;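 note: UHRF1 SRA domain binding a hemimethylated CpG hairpin DNA probe; 0% = median of test compound wells and 100% = reference inhibitor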
PRMT1 inh – PRMT1 methyltransferase inhibitors, primary screen, biochemical, fluorescence polarization | Protein arginine N-methyltransferase 1 (Homo sapiens), Q99873 | recombinant PRMT1, activity-based probe fluorescence polarization | inhibition, % at 2.79 µM | actives 1.3% (n = 370,000) | AID 652257, 2013;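 active = inhibition above about 21% made by adding two undisclosed values, limit read from the data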
Target sequence (Q99873 whole entry, looked up): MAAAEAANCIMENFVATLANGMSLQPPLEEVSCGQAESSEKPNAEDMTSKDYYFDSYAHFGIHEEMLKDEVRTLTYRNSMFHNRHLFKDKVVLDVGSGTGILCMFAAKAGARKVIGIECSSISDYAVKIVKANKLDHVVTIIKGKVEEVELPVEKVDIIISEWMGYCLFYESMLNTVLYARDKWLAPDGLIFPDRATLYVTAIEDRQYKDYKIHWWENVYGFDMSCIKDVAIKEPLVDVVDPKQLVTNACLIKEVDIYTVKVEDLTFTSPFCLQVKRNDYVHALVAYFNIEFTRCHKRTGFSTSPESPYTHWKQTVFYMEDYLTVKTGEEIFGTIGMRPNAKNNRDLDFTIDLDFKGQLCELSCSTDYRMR
MBD2 inh – inhibitors of MBD2 binding to methylated DNA, primary screen, biochemical, TR-FRET, DNA-binding domain, human. inhibition, % at 4.4 µM. MBD2 binding to methylated oligonucleotide. actives 0.31% (n = 370,000); in the data active = inhibition above about 13%
DDE Tn6 FP inh – inhibitors of Tn6 peptide binding to fibrin DD(E), primary screen, biochemical, fluorescence polarization, human fibrin, Tn6 probe; AID 720509, 2013; actives 0.21% (n = 370,000); inhibition, % at 8.3 µM; Fibrin DD(E) TRITC-Tn6 fluorescence polarization displacement;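 active = inhibition above a per-campaign cutoff: mean of compounds within control limits plus 3 SD, cut at about 15% in these data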;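 note: 0% = median of all compound wells on the plate and 100% = blocking peptide control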
Target sequence (P02675 whole entry, looked up): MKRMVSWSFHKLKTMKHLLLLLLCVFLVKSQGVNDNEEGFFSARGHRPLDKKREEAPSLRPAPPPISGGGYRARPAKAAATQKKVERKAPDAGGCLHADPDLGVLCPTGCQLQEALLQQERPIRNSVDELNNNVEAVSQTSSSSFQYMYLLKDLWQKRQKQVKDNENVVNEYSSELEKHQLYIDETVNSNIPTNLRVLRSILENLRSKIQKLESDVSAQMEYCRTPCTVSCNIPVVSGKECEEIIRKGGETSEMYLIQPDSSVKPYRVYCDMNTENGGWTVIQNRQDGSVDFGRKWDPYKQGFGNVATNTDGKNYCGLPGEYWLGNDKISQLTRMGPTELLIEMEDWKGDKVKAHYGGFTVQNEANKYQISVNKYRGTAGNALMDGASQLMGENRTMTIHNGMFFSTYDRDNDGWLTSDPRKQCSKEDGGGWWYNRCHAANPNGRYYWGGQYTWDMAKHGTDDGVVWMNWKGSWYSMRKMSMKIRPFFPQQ
SIAE inh – human SIAE inhibitors, primary screen, biochemical, fluorescence polarization, FP-Rh probe, 1536-well HTS; Sialate O-acetylesterase (Homo sapiens), Q9HAT2; SIAE FP-Rh probe binding; inhibition, % at 9.66 µM; actives 0.69% (n = 370,000); AID 1053197, 2014;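 active = inhibition above a cutoff: mean of compounds within the control limits plus 3 SD of those, cut at about 17% in these data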;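 note: 0% = plate median of compound wells and 100% = probe without SIAE protein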
TDP2 inh – human TDP2 enzyme inhibitors, primary screen, biochemical, epi absorbance, recombinant enzyme. AID 720702, 2013. T5PNP hydrolysis, p-nitrophenol absorbance 415 nm. inhibition, % at 12.8 µM. actives 0.34% (n = 370,000);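 active = inhibition above the mean of all tested compounds plus 3 SD, set per campaign, cut at about 25% in these data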;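 note: 0% = DMSO with enzyme and 100% = buffer with substrate but no TDP2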
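Test system: human TDP2 enzyme; Input: 120 nM TDP2 per well; Buffer or medium: Mg2+-containing Tris-HCl buffer, pH 7.5; Reagent: 5 mM T5PNP; Dosing: 12.8 µM single point, 1% DMSO; Incubation: reaction 2 h, 37 °C; Detection: p-Nitrophenol epi absorbance; Read-out: % inhibition relative to enzyme-containing and enzyme-free wells; Replicates: single well per compound.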
DDE Tn7 FP inh – inhibitors of Tn7 peptide binding to fibrin DD(E), primary screen, biochemical, fluorescence polarization, human fibrin, Tn7 probe; Fibrinogen beta chain (Homo sapiens), P02675; FP displacement of FITC-Tn7 peptide from fibrin DD(E); 0% = median of compound wells per plate; inhibition, % at 8.3 µM; actives 0.13% (n = 370,000);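 active = inhibition above the mean of compounds falling within the control limits plus 3 SD of them, cut at about 14% in these data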;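 note: 0% = plate median of compound wells and 100% = 10 µM Aha-Tn7 peptide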
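Assay system: Human fibrin DD(E) protein | Medium: Tris buffer with calcium and detergent, pH 7.8 | Reagent: 0.1 µM fluorescent Tn7 | Compound dosing: Single point at 8.3 µM | Times: 10 min preincubation, 3 h with tracer, room temperature | Detection: Fluorescence polarization of the labelled Tn7 tracer | Controls: Aha-Tn7 high control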
KLK7 zymogen act – proKLK7 zymogen activators, primary screen, biochemical, fluorescence intensity | purified proKLK7, EDANS-DABCYL substrate fluorescence; 100% is mature enzyme control, 0% vehicle | activation, % at 7 µM | actives 0.9% (n = 370,000);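 active = activation above the mean of all tested compounds plus 3 SD, computed per campaign excluding outliers beyond control limits, cut at about 13% in these data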
TCR CD3 inh – inhibitors of human TCR-CD3 interaction, primary screen, biochemical, fluorescence, TAMRA-labeled TCR probe | actives 0.37% (n = 360,000) | AID 651800, 2012 | inhibition, % at 9.4 µM; in the data active = inhibition above about 19%;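 note: recombinant mutant TCR 2C K166C tagged with TAMRA read by polarization; 0% = receptor in buffer alone and 100% = receptor with positive control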
LEDGF integ inh – blockers of LEDGF/p75-dependent integrase strand transfer – biochemical, TR-FRET, high throughput, primary screen; HIV-1 integrase (with human LEDGF/p75); TR-FRET IN-LEDGF/p75 DNA integration, Eu/Cy5; inhibition, % at 3.7 µM; actives 0.64% (n = 370,000); AID 743269, 2014;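 active = inhibition above the screen-wide mean plus 3 SD, cut at about 13% in these data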;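 note: signal is the Cy5 over europium emission ratio at 671 and 618 nm; 0% = plate median of compound wells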
Active calls of the source: *; nt = no result given.

1	O=C(N/N=C/c1ccccn1)c1cccc(S(=O)(=O)N2CCCC2)c1
2	O=c1[nH]c2cc(Cl)c(Br)cc2o1
3	COc1ccc(OC)c2c(N3CCN(C)CC3)cc(C(F)(F)F)nc12
4	N#CCCn1cc(/C=N/NC(N)=S)c(-c2ccc(Br)cc2)n1
5	CC(=O)c1cc(-c2ccccc2)[nH]c1N1CCCC1
6	CCCC(=O)Nc1ccc2oc(-c3ccncc3)nc2c1
7	COc1ccc(OC)c(N/C(=N/c2nc(C)cc(C)n2)NC(C)=O)c1
8	CCOC(=O)[C@@]12CN(C(=O)OC(C)(C)C)CC=C1N(Cc1ccc(OC)cc1)C(=O)[C@H]2CC(=O)N1CCOCC1
9	O=C(COC(=O)Cc1ccc(Br)cc1)NCC1CCCCC1
10	O=C(COC(=O)c1ccccc1NC(=O)c1ccco1)NC1CCCCC1
Compound	1	2	3	4	5	6	7	8	9	10
UHRF1 binding	2	2	0	0	-3	-5	2	-4	0	-1
PRMT1 inh	0	-4	-2	10	8	-1	-4	-1	-2	-3
MBD2 inh	1	1	-6	-6	-4	-5	-1	3	4	1
DDE Tn6 FP inh	-3	2	-3	-7	0	-1	0	-3	2	-1
SIAE inh	1	-1	-3	9	7	-4	0	0	4	2
TDP2 inh	-8	-7	1	4	5	-4	-12	8	4	6
DDE Tn7 FP inh	-4	3	-4	4	1	8	10	3	3	1
KLK7 zymogen act	0.6	0.0	13*	-0.3	-0.1	2.6	-0.5	0.0	0.0	0.3
TCR CD3 inh	-6	-2	7	5	2	5	3	nt	1	5
LEDGF integ inh	-5	1	0	-2	-6	2	1	-1	-5	-2

11	CCOc1ccc2nc(C(=O)N3CCCC(C)C3)sc2c1 (stereo not given)
12	CCCCCC(=O)Nc1ccccc1N1CCN(c2ccccc2)CC1
13	CCOC(=O)CC1=NN(c2ccccc2)C(=O)C1
14	Cc1cc(C)c(S(=O)(=O)Nc2ccc(N(C)C)cc2)c(C)c1-n1cnnn1
15	Cc1ccc(C(=O)NN2C(=O)C3C4c5ccccc5C(c5ccccc54)C3C2=O)cc1 (stereo not given)
16	N/C(=N\NC(=O)c1ccccc1Cl)c1cc2ccccc2oc1=O
17	Cc1nn(C)c(C)c1/C=N/NC(=O)CCn1nc(C)c([N+](=O)[O-])c1C
18	Cc1cc(-c2nc(C)c(-c3nnc(SCC(=O)Nc4cc(Cl)cc(Cl)c4)n3C)s2)no1
19	CC(C)CN(C(=O)CN1CCN(S(=O)(=O)c2ccc3ccccc3c2)CC1)c1c(N)n(CC(C)C)c(=O)[nH]c1=O
20	CCN(CC)CCn1c2c(c(SCC(=O)Nc3ccc4c(c3)OCCO4)nc1=O)CCC2
Compound	11	12	13	14	15	16	17	18	19	20
UHRF1 binding	0	1	-2	-2	3	4	1	1	3	-1
PRMT1 inh	0	1	10	10	-2	-2	-1	-2	-1	-1
MBD2 inh	-2	-2	-4	-7	-5	5	3	2	-2	-1
DDE Tn6 FP inh	-3	-2	-8	5	-1	4	-7	-7	2	5
SIAE inh	0	2	6	-1	4	2	7	-1	-3	0
TDP2 inh	-10	-11	10	-16	-13	1	17	6	-14	-5
DDE Tn7 FP inh	4	-3	-9	-4	1	-2	-1	-1	-3	1
KLK7 zymogen act	-1.0	0.5	0.5	0.1	0.1	-0.5	-0.1	0.1	-0.7	0.1
TCR CD3 inh	5	2	-2	1	2	-1	0	4	-12	5
LEDGF integ inh	-3	1	0	-3	3	-2	-1	1	5	-1

Among those listed so far, these have sulfur:
1	O=C(N/N=C/c1ccccn1)c1cccc(S(=O)(=O)N2CCCC2)c1
4	N#CCCn1cc(/C=N/NC(N)=S)c(-c2ccc(Br)cc2)n1
11	CCOc1ccc2nc(C(=O)N3CCCC(C)C3)sc2c1 (stereo not given)
14	Cc1cc(C)c(S(=O)(=O)Nc2ccc(N(C)C)cc2)c(C)c1-n1cnnn1
18	Cc1cc(-c2nc(C)c(-c3nnc(SCC(=O)Nc4cc(Cl)cc(Cl)c4)n3C)s2)no1
19	CC(C)CN(C(=O)CN1CCN(S(=O)(=O)c2ccc3ccccc3c2)CC1)c1c(N)n(CC(C)C)c(=O)[nH]c1=O
20	CCN(CC)CCn1c2c(c(SCC(=O)Nc3ccc4c(c3)OCCO4)nc1=O)CCC2
Compound	1	4	11	14	18	19	20
UHRF1 binding	2	0	0	-2	1	3	-1
PRMT1 inh	0	10	0	10	-2	-1	-1
MBD2 inh	1	-6	-2	-7	2	-2	-1
DDE Tn6 FP inh	-3	-7	-3	5	-7	2	5
SIAE inh	1	9	0	-1	-1	-3	0
TDP2 inh	-8	4	-10	-16	6	-14	-5
DDE Tn7 FP inh	-4	4	4	-4	-1	-3	1
KLK7 zymogen act	0.6	-0.3	-1.0	0.1	0.1	-0.7	0.1
TCR CD3 inh	-6	5	5	1	4	-12	5
LEDGF integ inh	-5	-2	-3	-3	1	5	-1

Further compounds.
21	CCc1nnc(NC(=O)C2CCCN(c3nc4ccccc4s3)C2)s1 (stereo not given)
22	O=C(N/N=C/c1ccccn1)c1cccc(NC(=O)c2ccccc2Cl)c1
23	O=S(=O)(c1cccs1)N1CN(C2CCCCC2)c2nc3ccccc3nc21
24	CN(c1ccc(C(=O)N2CCOCC2)cc1)S(C)(=O)=O
25	Cc1cccn2c(Nc3ccccc3)c(-c3ccccn3)nc12
26	Cc1ccn2c(=O)c(C(=O)O)cnc2c1
27	COc1ccc(/C=C(/NC(=O)c2ccco2)C(=O)NCc2ccco2)cc1
28	O=C(COC(=O)c1cc[n+]([O-])cc1)Nc1ccc(F)c([N+](=O)[O-])c1
29	CC(C)=CCC/C(C)=C/CC/C(C)=C/COc1ccc2ccc(=O)oc2c1
30	CS(=O)(=O)Nc1ccc(-c2cn3c(n2)SCC3)cc1
Compound	21	22	23	24	25	26	27	28	29	30
UHRF1 binding	-2	3	2	1	-5	2	-1	14	-1	0
PRMT1 inh	2	-3	1	1	-1	-1	2	0	0	6
MBD2 inh	2	-3	1	-3	2	-3	6	1	-3	1
DDE Tn6 FP inh	9	-11	-5	1	-3	-5	-6	0	0	1
SIAE inh	1	2	-1	5	3	-2	2	5	-6	-5
TDP2 inh	-2	3	19	3	4	-20	5	-8	0	4
DDE Tn7 FP inh	8	2	-10	-3	0	-2	-1	-4	-1	-2
KLK7 zymogen act	0.1	-0.1	-0.1	0.4	0.4	4.2	1.0	0.0	-4.0	-0.3
TCR CD3 inh	2	-10	11	1	4	-4	-3	5	2	0
LEDGF integ inh	-4	3	2	2	-5	4	0	4	-1	-4

31	COCCn1c(Cc2ccccc2)nnc1SCC(=O)Nc1cc(C)on1
32	OC(CNCc1ccccc1C(F)(F)F)C(F)(F)F (stereo not given)
33	Cc1ccc(Cl)cc1N1CCN(S(=O)(=O)c2c(C)[nH]c(C)c2C(=O)N2CCCC2)CC1
34	CC(/C=N/NC(=O)c1nnn(-c2nonc2N)c1CN1CCCCC1)c1ccccc1 (stereo not given)
35	CCOC(=O)C1=C(CSc2nnnn2C)N(C)C(=O)NC1c1ccccc1 (stereo not given)
36	COC1CCCN(Cc2c(C(=O)N3CCN(C4CCCCC4)CC3)nc3ccccn23)C1 (stereo not given)
37	COc1ccc(-c2nn(-c3ccccc3)cc2/C=C(\C#N)C(N)=O)cc1[N+](=O)[O-]
38	Cc1ccc(-c2ccc(CN3C(C)C(=O)N(Cc4cn(CCC5OCCO5)nn4)CCS3(=O)=O)cc2)cc1 (stereo not given)
39	O=C(Nc1ccc(Cl)cc1)Nc1ccc(-c2cnco2)cc1
40	Cc1n[nH]c(C)c1CN(C)C(=O)c1cc(COc2ccc(F)c(F)c2)on1
Compound	31	32	33	34	35	36	37	38	39	40
UHRF1 binding	2	2	0	-3	-1	-1	2	8	2	3
PRMT1 inh	0	3	3	-1	-2	2	-5	3	-3	2
MBD2 inh	0	-5	3	2	-4	-4	-6	-1	1	6
DDE Tn6 FP inh	-3	4	2	2	2	2	2	3	-11	0
SIAE inh	-2	-3	-3	2	1	-5	-39	-1	-3	3
TDP2 inh	0	-3	2	1	7	-9	-9	-3	7	-2
DDE Tn7 FP inh	-1	1	-3	-6	4	-9	-5	-2	0	4
KLK7 zymogen act	0.0	0.3	-0.3	0.2	0.2	1.2	0.3	-0.3	-0.1	0.2
TCR CD3 inh	-2	-6	-5	1	7	1	10	-2	4	-11
LEDGF integ inh	2	4	-6	-1	-1	5	4	-3	-5	0

41	CC(C)=CCCC(C)CN1CCC(N2CCC(C(=O)N3CCOCC3)CC2)CC1 (stereo not given)
42	Cc1cc(C)n(CC(O)Cn2c(C)c(C)c3ccccc32)n1 (stereo not given)
43	CC(Oc1ccc2ccccc2c1)C(=O)NNC(=O)Nc1ccccc1F (stereo not given)
44	CCn1nccc1C(=O)NC1=C(C#N)CCC1
45	O=C(c1ccccc1Br)N1N=C(c2ccccc2)CC1c1ccccc1F (stereo not given)
46	CC(=O)OCCCN1CCC2(CCC(c3ccccc3)CC2)C1=O (stereo not given)
47	COc1ccc(N2CCN(C(=O)COC(=O)Cc3c(F)cccc3Cl)CC2)cc1
48	CCCNC(=O)CSCc1nc(-c2ccc(SC)cc2)oc1C
49	COc1ccc(NC(=O)c2ccc(=O)oc2)cc1
Compound	41	42	43	44	45	46	47	48	49
UHRF1 binding	-2	-1	0	-2	0	-2	-1	1	1
PRMT1 inh	-2	-1	3	-1	0	3	-2	5	3
MBD2 inh	1	-3	1	5	3	-2	-2	4	-1
DDE Tn6 FP inh	0	19*	-2	1	-7	0	-2	4	-9
SIAE inh	-1	12	2	2	-2	2	10	-5	2
TDP2 inh	-6	5	-5	-16	-1	0	-2	3	5
DDE Tn7 FP inh	-5	3	-2	-2	4	4	-2	1	-5
KLK7 zymogen act	0.1	0.3	0.3	0.2	-0.9	-0.2	0.5	-0.2	3.7
TCR CD3 inh	4	7	-1	-1	4	nt	6	-4	7
LEDGF integ inh	7	-1	-3	3	-4	-3	-3	-1	0
